High-throughput results from PubChem.
Rab9 prom act = activators of Rab9 promoter | Potency, µM (highest dose often 9.22 µM), for inactives: at the top dose activation, negative = inhibition, usual class: activators | hit rate 2.8% among 320,000 | AID 485297 | Huh7 Rab9 promoter-luciferase reporter, luminescence, 24 h; further: potency means the concentration at half of the fitted maximal effect; % of control where 0% means no effect; nearly all actives have a fitted effect of over 60% in size
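Luminescence from Amplite-detected luciferase (10 minutes, ambient) reports Rab9 promoter activation. Before that, stable Rab9-luciferase Huh7 cells (1500/well, reduced-serum OP-MEM I plus 10% FBS) were exposed to compound for 24 hours at 37C.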
FLuc modulator = inhibits or activates purified firefly luciferase, miR-21 counter-screen. purified FLuc, Km substrates, luminescence inhibition. Potency, µM (top dose mostly 57.5 µM), without a hit: top-dose activity change, negative = inhibition, usual class: inhibitors. hit rate 6.9% among 360,000. AID 588342;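 further: potency means the concentration at half of the fitted maximal effect; plate controls were vehicle for no effect and reference inhibitor for full effect; nearly all actives have a fitted effect of over 55% in size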
Target sequence (P08659 whole entry, looked up): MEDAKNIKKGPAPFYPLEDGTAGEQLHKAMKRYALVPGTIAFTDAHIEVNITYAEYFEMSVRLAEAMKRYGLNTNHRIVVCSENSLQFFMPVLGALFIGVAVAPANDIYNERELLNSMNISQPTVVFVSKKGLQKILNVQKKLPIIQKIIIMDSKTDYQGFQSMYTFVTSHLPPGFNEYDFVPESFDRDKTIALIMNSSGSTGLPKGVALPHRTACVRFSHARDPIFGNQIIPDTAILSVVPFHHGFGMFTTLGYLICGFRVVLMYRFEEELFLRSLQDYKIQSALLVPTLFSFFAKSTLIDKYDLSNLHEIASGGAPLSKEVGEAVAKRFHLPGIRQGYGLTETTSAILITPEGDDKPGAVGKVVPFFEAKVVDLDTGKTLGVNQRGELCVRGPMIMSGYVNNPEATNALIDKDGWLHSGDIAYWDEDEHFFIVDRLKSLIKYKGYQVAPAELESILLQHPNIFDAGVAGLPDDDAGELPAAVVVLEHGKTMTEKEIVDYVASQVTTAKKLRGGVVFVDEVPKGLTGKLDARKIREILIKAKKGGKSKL
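Biochemical qHTS of compounds, final roughly 60 µM downward over six points, against 10 nM purified firefly luciferase using Km concentrations of substrates (10 uM D-luciferin, 10 uM ATP) in Tris acetate pH 7.5 buffer; luminescence output.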
RORgamma inh = inhibitors of mouse ROR gamma transcriptional activity; P51450; hit rate 5.4% among 310,000; Drosophila S2 Gal4-RORgamma UAS-luciferase reporter, 20 h; Potency, µM (top dose mostly 53.6 µM), without a hit: at the top dose activity change, negative = inhibition, usual class: inhibitors; AID 2551; further: potency means the concentration at half of the fitted maximal effect; on the % scale 0 is the no-effect control and ±100 the full control effect; nearly all actives have a fitted effect of over 60% in size
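Compounds are pin-transferred onto Drosophila Schneider cells expressing a copper-inducible Gal4–ROR gamma transactivation domain fusion. After 1 hr, copper sulfate is added to 700 uM final; luciferase is read 20 hr later.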
PKM2 act = increases activity of human pyruvate kinase M2 | P14618 | purified PKM2, Kinase-Glo ATP luminescence, activation; response scale: 0% is enzyme alone, no compound | Potency, µM (titrated, usually from 57.5 µM), for the others: at the top dose activation, actives largely listed as activators | hit rate 0.34% among 260,000 | AID 1631; further: potency means the concentration at half of the fitted maximal effect; on the % scale 0 is the no-effect control and ±100 the full control effect; nearly all actives have a fitted effect of over 55% in size
Target sequence (P14618 whole entry, looked up): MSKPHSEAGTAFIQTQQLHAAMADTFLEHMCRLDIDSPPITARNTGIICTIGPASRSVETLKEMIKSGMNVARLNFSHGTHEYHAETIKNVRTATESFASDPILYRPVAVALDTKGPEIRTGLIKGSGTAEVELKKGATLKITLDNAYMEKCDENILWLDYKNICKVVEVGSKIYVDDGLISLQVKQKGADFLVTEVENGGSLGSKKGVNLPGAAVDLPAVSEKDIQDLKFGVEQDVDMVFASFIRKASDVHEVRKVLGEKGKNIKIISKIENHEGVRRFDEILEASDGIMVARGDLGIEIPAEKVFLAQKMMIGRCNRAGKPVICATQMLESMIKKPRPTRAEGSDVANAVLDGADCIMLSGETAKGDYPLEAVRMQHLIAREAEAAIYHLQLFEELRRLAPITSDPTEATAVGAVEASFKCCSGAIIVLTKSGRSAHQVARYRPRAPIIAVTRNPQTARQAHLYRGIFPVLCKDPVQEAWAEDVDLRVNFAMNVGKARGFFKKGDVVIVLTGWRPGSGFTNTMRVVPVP
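Purified hPK-M2 (>95%) run at intermediate activity with 0.1 mM ADP and 0.5 mM PEP in 50 mM imidazole pH 7.2, KCl, MgCl2; 1 h room temperature. ATP formed read by Kinase-Glo luminescence; normalized to uninhibited and no-enzyme controls.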
Menin-MLL TR inh = displaces Texas Red mutant MLL peptide from human menin. O00255. Menin + Texas Red MLL mutant peptide, fluorescence polarization. Potency, µM (series often up to 61.6 µM), for the others: at the top dose FP activity change, negative = inhibition, most hits filed as inhibitors. hit rate 0.23% among 270,000. AID 1768; active means well fitted inhibition curve with a large enough effect in the polarisation, with a control signal flat, not every such curve was filed as active; inconclusive means small, poorly fitted or top-dose-only effect, or effect the other way, or a change in a side signal; inactive means no such curve, though single readings can be large or run the other way; the % refers to the polarisation; further: potency means the concentration at half of the fitted maximal effect; % of control where 0% means no effect; many of its hits are not listed in these tables
p53 reactivation = mutant p53 re-activation in reporter cells | AID 504706 | H1299 p53-A138V BP100-luciferase reporter, luminescence, 24 h | hit rate 0.063% among 320,000 | Potency, µM (doses to about 92.2 µM), for the others: at the highest dose activity change, positive = activation, actives largely listed as activators; further: potency means the concentration at half of the fitted maximal effect; % of control where 0% means no effect; nearly all actives have a fitted effect of over 45% in size
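p53-null H1299 cells stably carrying temperature-sensitive p53-A138V and a BP100-luciferase reporter were pinned with compounds (4-point, 1:5 series) and held 24 hrs at 37 deg C. Luminescence was read 10 min after detection reagent.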
NPC1 prom act = activators of NPC1 promoter; hit rate 2.4% among 320,000; Potency, µM (top dose mostly 9.22 µM), for the others: top-dose activation, usual class: activators; Huh7 NPC1 promoter luciferase reporter, 24 h; AID 485313;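 further: potency means the concentration at half of the fitted maximal effect; % of control where 0% means no effect; nearly all actives have a fitted effect of over 60% in size; reporter is driven by a mutant NPC1 promoter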
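Compounds in DMSO were transferred onto Huh7 NPC1-luciferase reporter cells pre-incubated 2 h; after 24 h at 37 °C, Amplite reagent was dispensed and luminescence recorded 10 min later.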
ELG1 genotoxic = genotoxicity induction in ELG1-luciferase HEK293T cells. HEK293T ELG1-luciferase reporter, luminescence, 16 h. Potency, µM (titrated, usually from 46 µM), for the others: at the top dose activity change, positive = activation, hits mostly activators. hit rate 1.3% among 330,000. AID 504466; further: potency means the concentration at half of the fitted maximal effect; % of control where 0% means no effect; nearly all actives have a fitted effect of over 60% in size
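Screening used a luciferase reporter fused to human ELG1 in HEK293T cells. Luminescence was read on a CCD plate imager after 16 hr exposure and 30 min ONE-Glo incubation.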
Gal4-VP16 FLuc = inhibits Gal4-VP16 luciferase reporter, ROR gamma counter-screen; hit rate 3.5% among 310,000; Drosophila S2 Gal4-VP16 UAS-luciferase, luminescence, 20 h; Potency, µM (doses to about 53.6 µM), without a hit: at the top dose activity, negative = inhibition, usual class: inhibitors;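 further: Gal4-VP16 expression switched on by copper sulfate through the metallothionein promoter; potency means the concentration at half of the fitted maximal effect; on the % scale 0 is the no-effect control and ±100 the full control effect; nearly all actives have a fitted effect of over 50% in size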
Giardia killer = kills Giardia lamblia. Giardia lamblia trophozoite viability. activity change, % at 7.66 µM, hits read low. hit rate 0.15% among 340,000. AID 540267; in the data active means activity change below about -80%; inconclusive means between about -30% and that limit;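 further: parasites exposed to compound for two days anaerobically before the ATP read; on the % scale 0 is the no-effect control and ±100 the full control effect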
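Media and compound were dispensed first, then trophozoites at 100 cells/well; plates sat 48 hrs at 37 deg C without oxygen before ATP luminescence reagent was added and read after 15-30 min at room temperature.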
BRCA1 expr act = increases BRCA1 expression | Potency, µM (top dose mostly 46.1 µM), inactives show at the highest dose activation, usual class: activators | hit rate 1.1% among 380,000 | AID 624202 | MCF7-BRCA1-FFLuc reporter, luminescence, 48 h; response scale: scaled: vehicle 0%, 10 µM genistein 100%; further: potency means the concentration at half of the fitted maximal effect; nearly all actives have a fitted effect of over 80% in size; some results filed as inactive show a strong effect at the top dose
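Using MCF7 cells harboring a BRCA1 firefly luciferase reporter, plated 2 h before compound pinning, the screen measured luminescence after 48 h incubation. Responses were normalized to DMSO and 10 microM genistein, then fitted for concentration-effect.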
* = called active by the depositor; & = joins results of further samples; [ ] = remark or other dose. Unless noted, the call rests on the fitted dose curve; in most records, active means well fitted curve in the direction sought with a large enough effect; inconclusive means small, poorly fitted or top-dose-only effect, or another doubt; inactive means no such curve, though single readings can be large; an effect the other way counts as inactive or inconclusive. A portion of the library; count on the stated rates, not on these rows.

CCC(C)NC(=O)Cn1cnc2sc(C)c(S(=O)(=O)N3CCN(c4ccccc4OC)CC3)c2c1=O (configuration not stated) was read as Rab9 prom act -1%, FLuc modulator 4%&12%, RORgamma inh 8%, PKM2 act 2%, Menin-MLL TR inh -11%, p53 reactivation -2%, NPC1 prom act -4%, ELG1 genotoxic -15%, Gal4-VP16 FLuc -7%, Giardia killer -4 and BRCA1 expr act -8%.
For COc1cc(CN2CCN(Cc3ccc(C)cc3)C(CCO)C2)cc(OC)c1O (configuration not stated) the results were Rab9 prom act -5%, FLuc modulator -2%, RORgamma inh -1%, PKM2 act 1%, Menin-MLL TR inh -15%, p53 reactivation 0%, NPC1 prom act -5%, ELG1 genotoxic 3%, Gal4-VP16 FLuc 2%, Giardia killer -23 and BRCA1 expr act -8%.
Screening CCOC(=O)c1nc(-c2ccc(OC)c(OC)c2)cnc1C#N returned Rab9 prom act -3%, FLuc modulator 6%, RORgamma inh inconclusive, PKM2 act -4%, Menin-MLL TR inh -11%, p53 reactivation -11%, NPC1 prom act 7%, ELG1 genotoxic 2%, Gal4-VP16 FLuc 12%, Giardia killer 6 and BRCA1 expr act -9%.
`CCN(CCn1cccn1)C(=O)c1cc(COc2c(F)cccc2F)on1` gave Rab9 prom act -2%, FLuc modulator -1%, RORgamma inh 9%, PKM2 act 0%, Menin-MLL TR inh -8%, p53 reactivation -1%, NPC1 prom act -8%, ELG1 genotoxic 0%, Gal4-VP16 FLuc -13%, Giardia killer 7 and BRCA1 expr act 5%.
Screening O=C1N(Cc2ccc(F)cc2)CCN1c1ccc(F)cc1 returned Rab9 prom act inconclusive, FLuc modulator inconclusive, RORgamma inh 6%, PKM2 act 0%, Menin-MLL TR inh 16%, p53 reactivation 3%, NPC1 prom act 17%, ELG1 genotoxic 12%, Gal4-VP16 FLuc 4%, Giardia killer 2 and BRCA1 expr act 0%.
`COC(=O)CN1C(=S)N(c2ccc(Cl)cc2)C(=O)C1CC(=O)Nc1ccccc1` (configuration not stated) gave Rab9 prom act -9%, FLuc modulator 2%, RORgamma inh inconclusive, PKM2 act 4%, Menin-MLL TR inh inconclusive, p53 reactivation -13%, NPC1 prom act -1%, ELG1 genotoxic -7%, Gal4-VP16 FLuc 5%, Giardia killer 25 and BRCA1 expr act -8%.
For Cc1cc(C)cc(NC(=O)Cn2c(-c3ccccc3Cl)nc3ccccc32)c1 the results were Rab9 prom act -4%, FLuc modulator 2%, RORgamma inh -10%, PKM2 act -2%, Menin-MLL TR inh 8%, p53 reactivation 22%, NPC1 prom act -2%, ELG1 genotoxic 0%, Gal4-VP16 FLuc -8%, Giardia killer -15 and BRCA1 expr act -35%.
`N#C/C(=C\c1cccnc1)c1nc2c(s1)CCCC2` gave Rab9 prom act 4µM*, FLuc modulator 12µM*, RORgamma inh -32%, PKM2 act -7%, Menin-MLL TR inh 1%, p53 reactivation 27%, NPC1 prom act 3.5µM*, ELG1 genotoxic 16µM*, Gal4-VP16 FLuc -1%, Giardia killer -5 and BRCA1 expr act inconclusive.
Screening Cc1ccc(N(C)S(=O)(=O)c2c[nH]c3ccc([N+](=O)[O-])cc23)cc1 returned Rab9 prom act -1%, FLuc modulator 0%, RORgamma inh 10%, p53 reactivation -5%, NPC1 prom act -6%, ELG1 genotoxic -2%, Gal4-VP16 FLuc 7%, Giardia killer -8 and BRCA1 expr act 3%.
Screening CC(OC(=O)CNC(=O)c1ccc(F)cc1)C(=O)Nc1ccc(S(=O)(=O)N2CCOCC2)cc1 (configuration not stated) returned Rab9 prom act -1%, p53 reactivation 10%, NPC1 prom act 2%, ELG1 genotoxic -2%, Giardia killer 0 and BRCA1 expr act 10%.
c1ccc(Nc2cccc3c(Nc4ccccc4)cccc23)cc1 was read as Rab9 prom act 3%, FLuc modulator inconclusive, RORgamma inh 0%, PKM2 act 5%, Menin-MLL TR inh inconclusive, p53 reactivation 5%, NPC1 prom act 6%, ELG1 genotoxic 7%, Gal4-VP16 FLuc 2%, Giardia killer 13 and BRCA1 expr act -24%.
Screening N#Cc1cccc(NC(=O)COC(=O)CCc2nc3ccccc3c(=O)[nH]2)c1 returned Rab9 prom act -1%, FLuc modulator 6%, RORgamma inh -6%, PKM2 act 7%, Menin-MLL TR inh -7%, p53 reactivation -1%, NPC1 prom act -2%, ELG1 genotoxic -9%, Gal4-VP16 FLuc 3%[10 µM], Giardia killer 9 and BRCA1 expr act 2%.
`Cn1nc(N)c2c(-c3ccc(Cl)cc3)c(C#N)c(N)nc21` gave Rab9 prom act -6%, FLuc modulator 2%, RORgamma inh 19%, PKM2 act -2%, Menin-MLL TR inh 10%, p53 reactivation -3%, NPC1 prom act -4%, ELG1 genotoxic 1%, Gal4-VP16 FLuc inconclusive, Giardia killer inconclusive and BRCA1 expr act -69%.
`O=C(NCCCN1CCOCC1)C(C(=O)NCCCN1CCOCC1)c1ncc(C(F)(F)F)cc1Cl` gave Rab9 prom act 0%, FLuc modulator -2%, RORgamma inh 9%, PKM2 act 2%, Menin-MLL TR inh 2%, p53 reactivation -2%, NPC1 prom act -3%, ELG1 genotoxic 1%, Gal4-VP16 FLuc -3%, Giardia killer 5 and BRCA1 expr act -3%.
Cc1ccc(CSC2=CS(=O)(=O)c3ccccc3N2)cc1 was read as Rab9 prom act -3%, FLuc modulator -24%, RORgamma inh 29%, PKM2 act 1%, Menin-MLL TR inh 17%, p53 reactivation 5%, NPC1 prom act -1%, ELG1 genotoxic -7%, Gal4-VP16 FLuc 4%, Giardia killer 8 and BRCA1 expr act -4%.
CCOc1cc2c(cc1OCC)C(C(=O)O)C(c1cc(Br)c(O)c(OC)c1)N(C)C2=O (configuration not stated) was read as Rab9 prom act 4%, FLuc modulator 5%, RORgamma inh -13%, PKM2 act 1%, Menin-MLL TR inh -1%, p53 reactivation 1%, NPC1 prom act 3%, ELG1 genotoxic 3%, Gal4-VP16 FLuc -8%, Giardia killer -8 and BRCA1 expr act -20%.
For COC(c1ccccc1)c1nnc(CCC(=O)N(C)CCc2ccccc2)o1 (configuration not stated) the results were Rab9 prom act 0%, FLuc modulator -2%, RORgamma inh 16%, PKM2 act 0%, Menin-MLL TR inh inconclusive, p53 reactivation 2%, NPC1 prom act -5%, ELG1 genotoxic -1%, Gal4-VP16 FLuc -2%, Giardia killer 0 and BRCA1 expr act 5%.
`Cc1ccccc1NC(=O)c1sc2nc(N3CCOCC3)c3c(c2c1N)CCCC3` gave Rab9 prom act -3%, FLuc modulator -14%, RORgamma inh 17%, p53 reactivation 0%, NPC1 prom act 2%, ELG1 genotoxic 5%, Gal4-VP16 FLuc -11%, Giardia killer -1 and BRCA1 expr act 39%.
`COC(=O)Cn1cnc2c(cnn2-c2ccc(OC)cc2)c1=O` gave Rab9 prom act 25%, FLuc modulator inconclusive, RORgamma inh 34%, PKM2 act -2%[11.5 µM], Menin-MLL TR inh -3%, p53 reactivation 26%, NPC1 prom act 3%, ELG1 genotoxic 10%, Gal4-VP16 FLuc inconclusive, Giardia killer 7 and BRCA1 expr act 27%.
CC(C)N(C(=O)COC(=O)c1cccc(N(C)C)c1)c1ccccc1 was read as Rab9 prom act 22%, FLuc modulator -2%, RORgamma inh 8%, PKM2 act -1%, Menin-MLL TR inh -14%, p53 reactivation 4%, NPC1 prom act -2%, ELG1 genotoxic -7%, Gal4-VP16 FLuc -1%, Giardia killer -23 and BRCA1 expr act -22%.
For NC(=O)c1cc([N+](=O)[O-])c(Cl)cc1NCc1cccnc1 the results were Rab9 prom act 1%, FLuc modulator 0%, p53 reactivation 0%, NPC1 prom act 3%, ELG1 genotoxic inconclusive, Giardia killer 60[activator] and BRCA1 expr act -40%.
`CC1CCN(C(=O)c2ccccc2SCC(=O)NCC2CCCCC2)CC1` gave Rab9 prom act -4%, FLuc modulator 1%, p53 reactivation 5%, NPC1 prom act 0%, ELG1 genotoxic -4%, Giardia killer 6 and BRCA1 expr act -4%.
For [O-][n+]1c2ccccc2c2n1CCN1CCOC21c1ccc(Cl)cc1 (configuration not stated) the results were Rab9 prom act 1%, FLuc modulator 0%, p53 reactivation 30%, NPC1 prom act 29%, ELG1 genotoxic 0%, Giardia killer inconclusive and BRCA1 expr act -7%.
